TexasRed fluor: counter-screen for TRb-SRC2 inhibitors: fluorescence interference | TRb/SRC2 Texas Red total fluorescence interference | Potency, µM (top dose mostly 106 µM), for inactives: top-dose fluorescence change, negative = quenching | 0.29% of 280,000 active | AID 1479; active = well fitted curve in either direction with a large enough effect; inconclusive = small, poorly fitted or top-dose-only effect
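Human TRb ligand-binding domain at 0.6 uM with 20 nM Texas Red SRC2 peptide in Tris buffer containing 1 uM T3 and 5% DMSO, incubated with compound 5 h at ambient temperature. Total fluorescence (555/632 nm) calculated as parallel + 2 × perpendicular.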
TRb SRC2 PPI: disrupts binding of human TR beta to SRC2; P10828; 0.065% of 280,000 active; AID 1469; Potency, µM (series often up to 106 µM), inactives show at the top dose activity change, negative = inhibition, actives largely listed as inhibitors; TRbeta-SRC2 peptide binding, fluorescence polarization; receptor liganded with 1 µM T3;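 also: plate controls were bound peptide for no effect and peptide without receptor for full effect; nearly all actives have a fitted effect of over 50% in size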
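Human TRb LBD (0.6 uM) plus Texas Red-labeled SRC2 peptide (20 nM), 1uM T3, 5% DMSO, 5 hr at ambient temperature. Decreased polarization (555/632 nm) flags inhibition; data normalized to free and bound peptide controls.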
GLA spleen mod: alpha-galactosidase A (human) modulation. P06280. human spleen homogenate, 4MU-alpha-Gal fluorescence, 40 min. Potency, µM (titrated, usually from 80 µM), for inactives: at the top dose activity change, negative = inhibition, hits mostly inhibitors. 0.008% of 240,000 active. AID 2107;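 also: 0% = enzyme with vehicle and -100% = no enzyme basal signal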
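Human spleen homogenate (1 ug) was the enzyme source, with 4-methylumbelliferyl-alpha-D-galactopyranoside (1 mM final) in pH 5.0 citrate buffer with 0.01% Tween-20. Compounds were titrated; after 40 min at 37C, NaOH/glycine stop, 4-MU fluorescence read; AC50 from Hill fits.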
Tau fluor cs: counter-screen for tau fibril formation inhibitors; tau K18 P301L Alexa594 fluorescence, heparin fibrillization; Potency, µM (highest dose often 57.7 µM), inactives show at the top dose activity change, negative = decrease; 0.93% of 280,000 active; also: nearly all actives have a fitted effect of over 55% in size
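Human K18 P301L tau (15 uM unlabeled plus 0.24 uM Alexa 594-labeled, final) in 100 mM sodium acetate pH 7 was mixed with compound and 20 uM heparin and incubated 6 hr at 37 C.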
Tau fibril FP: blocks human tau fibril formation measured by polarization | P10636 | K18 P301L tau heparin fibrillization, Alexa594 FP, 6 h | Potency, µM (titrated, usually from 57.7 µM), for inactives: top-dose activity, negative = inhibition, hits mostly inhibitors | 0.39% of 280,000 active | AID 1468; also: nearly all actives have a fitted effect of over 55% in size
Target sequence (P10636 561-689 P618L limits assumed): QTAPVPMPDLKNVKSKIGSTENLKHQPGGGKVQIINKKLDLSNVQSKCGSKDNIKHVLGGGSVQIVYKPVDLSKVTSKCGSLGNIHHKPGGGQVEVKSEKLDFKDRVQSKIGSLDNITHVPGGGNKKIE
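K18 P301L tau (15 uM unlabeled/0.24 uM Alexa 594-labeled, final) + compound + heparin 20 uM final; 100 mM NaOAc pH 7; 6 hr 37 C; ThT 30 uM final added, 1 hr RT; FP ex 555/em 632 nm.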
ALDH1A1 block: inhibitors of human aldehyde dehydrogenase 1A1; P00352; 7.3% of 220,000 active; AID 1030; Potency, µM (top dose mostly 75.3 µM), without a hit: at the highest dose activity, negative = inhibition, usual class: inhibitors; Purified ALDH1A1, NADH fluorescence, propionaldehyde substrate; active = well fitted inhibition curve with a large enough effect, not every such curve was filed as active; inconclusive = small, poorly fitted or top-dose-only effect, or another doubt; inactive = no such curve, though single readings can be large or run the other way;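 also: plate controls were no enzyme wells and a reference inhibitor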
Tau fibril ThT: inhibitors of human tau fibril formation, thioflavin T binding | Potency, µM (highest dose often 57.4 µM), inactives show at the top dose activity, negative = inhibition, most hits filed as inhibitors | 2.1% of 270,000 active | recombinant tau K18 P301L (four-repeat tau fragment), heparin-induced fibrillization, ThT fluorescence; also: nearly all actives have a fitted effect of over 55% in size
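Tau K18 P301L fragment (15 uM unlabeled plus 0.24 uM Alexa 594-labeled) in 100 mM sodium acetate pH 7 with compound, fibrillization induced by 20 uM heparin for 6 hr at 37 C. Thioflavin T (30 uM) added, fluorescence read after 1 hr (ex 450, em 510 nm).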
L3MBTL1 block: blocks human L3MBTL1; Q9Y468; AlphaScreen L3MBTL1–H3K9me1 peptide binding; Potency, µM (doses to about 57.1 µM), inactives show at the top dose activity, negative = inhibition, usual class: inhibitors; 0.66% of 230,000 active; AID 485360; also: nearly all actives have a fitted effect of over 60% in size
Target sequence (Q9Y468 whole entry, looked up): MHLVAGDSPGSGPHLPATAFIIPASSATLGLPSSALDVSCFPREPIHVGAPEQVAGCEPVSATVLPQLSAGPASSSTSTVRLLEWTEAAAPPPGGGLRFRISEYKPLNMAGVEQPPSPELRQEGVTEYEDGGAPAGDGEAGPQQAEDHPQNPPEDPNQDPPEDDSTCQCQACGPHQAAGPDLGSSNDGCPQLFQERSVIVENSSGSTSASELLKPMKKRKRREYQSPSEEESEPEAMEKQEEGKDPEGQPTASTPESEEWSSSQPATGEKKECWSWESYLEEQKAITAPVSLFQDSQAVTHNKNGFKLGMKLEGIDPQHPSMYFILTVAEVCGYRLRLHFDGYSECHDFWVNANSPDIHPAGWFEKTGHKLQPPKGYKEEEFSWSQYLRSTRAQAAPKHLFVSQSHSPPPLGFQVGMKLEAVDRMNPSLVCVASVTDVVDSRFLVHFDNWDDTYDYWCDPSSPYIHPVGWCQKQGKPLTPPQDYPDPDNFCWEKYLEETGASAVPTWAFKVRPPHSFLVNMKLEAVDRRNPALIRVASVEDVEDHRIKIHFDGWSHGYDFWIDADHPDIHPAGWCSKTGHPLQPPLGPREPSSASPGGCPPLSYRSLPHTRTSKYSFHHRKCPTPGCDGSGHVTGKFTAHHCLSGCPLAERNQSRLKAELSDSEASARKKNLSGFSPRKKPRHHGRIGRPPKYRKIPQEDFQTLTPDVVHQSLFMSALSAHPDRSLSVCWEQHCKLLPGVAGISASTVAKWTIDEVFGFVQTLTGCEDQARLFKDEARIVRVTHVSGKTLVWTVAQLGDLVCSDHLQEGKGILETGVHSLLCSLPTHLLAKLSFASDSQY
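L3MBTL1 (50 nM) pre-complexed 30 min with biotinylated H3(1-15)K9me1 peptide (75 nM), then compounds added for 30 min at room temperature; AlphaScreen streptavidin donor/nickel chelate acceptor beads (10 ug/mL final) read after 30 min dark incubation.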
* marks the source's active call; other numbers are inactive results; ? = inconclusive; . = not tested or not shown; & = joins results of further samples; [ ] = remark or other dose. Unless noted, calls follow the shape of the dose curve; as a rule, active = well fitted curve in the direction sought with a large enough effect; inconclusive = small, poorly fitted or top-dose-only effect, or another doubt; inactive = no such curve, though single readings can be large; an effect the other way counts as inactive or inconclusive. Unless noted, % is scaled to controls: 0 for no effect and ±100 for the full control effect; potency is read from the fitted curve at half-maximal effect.

SMILES	TexasRed fluor	TRb SRC2 PPI	GLA spleen mod	Tau fluor cs	Tau fibril FP	ALDH1A1 block	Tau fibril ThT	L3MBTL1 block
COC(=O)Cc1c(OC)ccn(CCc2c[nH]c3ccccc23)c1=O	-3%	3%	2%	-3%	-9%	11%	-4%	-3%
CCOC(=O)N1CCN(CC(=O)N2CCC(C(N)=O)CC2)CC1	0%	0%	-2%	5%	2%	1%	7%	9%
CCC(C(=O)N1CCN(S(C)(=O)=O)CC1)c1ccccc1 (stereo not given)	1%	-3%	-4%	-1%	-5%	?	-4%	3%
COC(=O)c1ccc(CSc2ccc3nnc(-c4ccc(F)cc4)n3n2)o1	0%	-3%	5%	-6%	?	1%	-2%	.
c1ccc(Nc2ccccn2)cc1	-6%	6%	10%	-7%	7%	-1%	-8%	.
COc1cc(C2c3c(-c4c(C)cc(C)cc4O)n[nH]c3C(=O)N2Cc2ccco2)cc(OC)c1OC (stereo not given)	0%	-4%	.	-4%	5%	.	2%	.
Cc1cc(N/N=C/c2c(O)ccc3ccccc23)nc(-c2ccccc2O)n1	-5%	6%	4%	10%	-1%	4%	9%	-5%
Cc1ccc(S(=O)(=O)NC(=O)N2CCCN(Cc3ccc(F)cc3)CC2)cc1	-5%	2%	8%	-9%	-6%	8%	-1%	2%
Cc1cccc(NC(=O)CSc2nnc(-c3cccs3)o2)c1	-18%	4%	.	-2%	-3%	.	2%	.
CC(C)OC(=O)c1c(-c2ccc(C(C)C)cc2)csc1NC(=O)C1CCCO1 (stereo not given)	-3%	-3%	6%	-14%	0%	10%	-14%	-5%
c1ccc(-n2nnnc2Oc2cccc3cccnc23)cc1	-2%	4%	1%	-8%	-2%	-15%	-6%	1%
FC(F)(F)c1ccccc1-c1cncnc1Nc1ccccc1	2%	0%	1%	-5%	9%	11%	-1%	.
CC(=O)OCC1CCCC2=C(C)C(=O)CCC21COC(C)=O (stereo not given)	-7%	-3%	4%	-2%	-8%	5%	1%	4%
CCCOc1ccc(C(CC(=O)O)NC(=O)c2sc3ccccc3c2Cl)cc1 (stereo not given)	-4%	9%	8%	-1%	?	?	-17%	.
O=C(CC1SC2=NCCN2C1=O)Nc1ccc(Br)cc1 (stereo not given)	-4%	-15%	8%	-3%	-12%	3%	-7%	6%
O=S1(=O)c2ccccc2N(Cc2ccccc2F)c2ccccc21	?	0%	.	-17%	-17%	.	-5%	.
CCS(=O)(=O)n1nc(-c2ccco2)nc1SC	1%	-15%	0%	-5%	-3%	22µM*	-2%	.
O=C(NC1CC1)C1CCN(C2CCN(C(=O)CC3=CCCCC3)CC2)CC1	0%	11%	-1%	-7%	-6%	4%	-4%	1%
Cc1ccc2[nH]c(=O)c(CN(CCc3ccccc3)Cc3nnnn3CC3CCCO3)cc2c1 (stereo not given)	-2%	3%	1%	-1%	14%	22µM*	-9%	-12%
COc1cc(C2CC(=O)c3c([nH]c(C(=O)OC4CCCCC4)c3C)C2)cc(OC)c1OC (stereo not given)	0%	8%	.	6%	3%	.	2%	.
COc1ccc(/C=C\c2onc(C)c2S(=O)(=O)N2CCC(C(=O)Nc3ccc(C)cc3C)CC2)cc1	0%	-3%	.	-18%	?	.	-8%	.
CC(C)CNC(=O)NC(=O)COC(=O)c1ccccc1Sc1ccc(C(F)(F)F)cc1[N+](=O)[O-]	3%	4%	2%	-28%	?	3%	-3%	1%
CCOC(=O)c1sc(NC(=O)c2cccc(S(=O)(=O)N3c4ccccc4CC3C)c2)cc1C (stereo not given)	-2%	-3%	5%	4%	-8%	?	8%	-6%
Cc1ccc(C)c(N2CCN(S(=O)(=O)c3cc(C(=O)Nc4ccccc4C(F)(F)F)ccc3F)CC2)c1	-2%	-2%	.	-21%	?	.	-3%	.
O=C(NNC(=O)c1cc(-c2ccccc2)n(-c2ccccc2)n1)c1cccc([N+](=O)[O-])c1	-14%	8%	1%	-12%	3%	3%	-14%	-2%
COc1ccc(N2CC(NC(=O)C3CCCC3)CC2=O)cc1 (stereo not given)	-1%	3%	.	-1%	0%	.	-6%	.
CCOC(=O)Cn1c2c(c(=N)c3c1CCC3)CCC2	3%	-19%	-2%	-1%	-3%	9%	5%	17%
Cc1cccc(-n2c(SCC(=O)N3CCCC3)nnc2-c2ccccn2)c1C	0%	-11%	-1%	-3%	-4%	-3%	0%	-20%
CCC(C)(C(=O)NC1CCCC1)N(C(=O)Cc1cccs1)c1c(C)n(C)n(-c2ccccc2)c1=O (stereo not given)	1%	-1%	-7%	-7%	-5%	-5%	-3%	.
COc1ccc(S(=O)(=O)N2CCCC(C(=O)O)C2)cc1 (stereo not given)	1%	2%	7%	-9%	-4%	0%	-1%	.
COc1ccc(N2CCN(C(=O)C3CCN(S(=O)(=O)N4CCOCC4)CC3)CC2)cc1	0%	6%	-2%	-2%	-2%	?	-17%	0%
O=C(COC(=O)CCCC1=NS(=O)(=O)c2ccccc2N1)Nc1ccc(Br)cc1	-2%	-3%	.	-22%	?	.	11%	.
Cc1ccc(NC(=O)c2cnc(SCC(=O)N3CCCc4ccccc43)n(C)c2=O)cc1	0%	0%	.	-5%	-10%	.	2%	.
CN1/C(=c2/s/c(=C3/C(=O)N(c4ccccc4)NC3=Nc3ccccc3)n(C)c2=O)C(C)(C)c2ccccc21	-2%	-11%	-18%	-29%	?	?	7.9µM*	?
O=C(c1coc(=O)c(Br)c1)N1CCOCC1	-2%	-10%	-1%	-5%	0%	-9%	-22%	14µM*
COc1ccccc1NC(=O)c1cc(S(=O)(=O)N2CCC3(CC2)OCCO3)ccc1F	-4%	2%	2%	-20%	-1%	?	-15%	2%
COc1ccc(-n2c(C)c(C(=O)O)c3cc(OC)c4ccccc4c32)cc1	-2%	-7%	1%	?	0%	.	?	-24%
Nc1nc2[nH]c(=O)[nH]c2c(=O)[nH]1	-4%	6%	2%	-9%	?	11%	3%	.
O=C(NCc1ccco1)c1nn2c(C(F)(F)F)cc(-c3cccs3)nc2c1Cl	-2%	-3%	-1%	-17%	-6%	14%	-17%	.
Cc1cc(C)n2nc(SCCOc3ccccc3F)nc2n1	0%	-3%	1%	0%	2%	-4%	-2%	6%
CCn1c(C(=O)N2CCC(C(=O)NCCc3ccc(OC)cc3OC)CC2)cc2sccc21	22µM*[quencher]	-10%	.	-20%	5%	.	?	.
COc1cccc(-c2[nH]nc3c2C(c2ccsc2)C(C#N)=C(N)O3)c1 (stereo not given)	1%	-2%	2%	-29%	2%	-5%	-16%	-10%
CCCC(=O)NC(=S)N1CCN(c2ccc([N+](=O)[O-])cc2)CC1	-2%	0%	1%	-3%	-4%	?	?	4%
COc1cccc(NC(=S)N(CCCN2CCOCC2)C(C)c2cc3ccccc3o2)c1 (stereo not given)	-1%	-9%	-13%	-27%	-2%	-9%	-17%	.
Nc1nc(Cl)nc2c1ncn2[C@H]1C[C@H](O)[C@@H](CO)O1	1%	-1%	-3%&-5%&6%	-12%&0%&-10%	-6%&4%&-3%	7%&-4%	-6%&1%&-6%	-4%
CCCSc1nc2sc3c(c2c(=O)n1-c1ccc(C)c(Cl)c1)CCN(C(C)=O)C3	-1%	-6%	.	-17%	?	.	?	.
Cc1ccc(NC(=O)COc2ccccc2[N+](=O)[O-])nc1	-7%	-5%	-5%	8%	-6%	0%	1%	0%
O=C(NCCc1c[nH]c2ccccc12)OCCSS(=O)(=O)O	-4%	-26%	-4%	-15%	?	15%	14µM*	3%
CCOc1ccc(-c2c(C(=O)N/N=C/c3ccccc3)nnn2-c2nonc2N)cc1	-3%	-1%	-5%	-16%	-5%	.	0%	1%
CN(CC(=O)Nc1cccc(F)c1)CC(=O)Nc1cccc([N+](=O)[O-])c1	-2%	-6%	-6%	-23%	?	-12%	-7%	.

Quoted from the listing:
Tau fluor cs result of `Cc1ccc(NC(=O)COc2ccccc2[N+](=O)[O-])nc1` stands at 8%
TexasRed fluor result of `CCn1c(C(=O)N2CCC(C(=O)NCCc3ccc(OC)cc3OC)CC2)cc2sccc21` stands at 22µM*[quencher]
ALDH1A1 block result of `COc1cccc(-c2[nH]nc3c2C(c2ccsc2)C(C#N)=C(N)O3)c1` (stereo not given) stands at -5%

Going on with the list:
SMILES	TexasRed fluor	TRb SRC2 PPI	GLA spleen mod	Tau fluor cs	Tau fibril FP	ALDH1A1 block	Tau fibril ThT	L3MBTL1 block
COC(=O)c1ccc(C)c(NC(=O)c2nn(C)c(=O)c3ccccc23)c1	-3%	-1%	5%	-3%	-6%	12%	-4%	6%
CC(C)Cn1c(C2CC(=O)N(c3ccccc3Cl)C2)nc2ccccc21 (stereo not given)	0%	-11%	.	-4%	-1%	.	3%	.
Cc1cccc(-n2ncc3c(NCc4ccco4)ncnc32)c1	0%	-2%	3%	-15%	8%	?	-17%	5%
COc1ccc(S(=O)(=O)N2CCCN(CC(=O)Nc3ccc(OC)cc3OC)CC2)cc1	0%	6%	.	-23%	-5%	.	-17%	.
O=C1OCCN1C(=O)[C@H]1[C@H](c2ccccc2)C(c2ccc(F)cc2)=NN1c1ccccc1	6%	15%	25%	?	2%[81.3 µM]	?	-3%[81.4 µM]	21%
CCCCOC(=O)n1c(=O)oc2ccc(S(=O)(=O)N3CCCCC3)cc21	-3%	-4%	-2%	-17%	-3%	.	.	.
O=C(Cc1n[nH]c(=O)c2ccccc12)NC(c1ccccc1)c1ccccc1	0%	-3%	-3%	1%	-10%	.	-2%	.
CCN(CC)c1ccc(/C=C(\C#N)C(=O)c2ccc(Br)cc2)cc1	2%	5%	-2%	?	-9%	11µM*	?	32%[activator]
O=C(Nc1ccc(Oc2ccccc2)cc1)C1CCCO1 (stereo not given)	1%	-17%	11%	-4%	2%	-6%	-5%	-9%

Record cards (already shown):
Record of O=C(Nc1ccc(Oc2ccccc2)cc1)C1CCCO1 (stereo not given) → TexasRed fluor: 1%; TRb SRC2 PPI: -17%; GLA spleen mod: 11%; Tau fluor cs: -4%; Tau fibril FP: 2%; ALDH1A1 block: -6%; Tau fibril ThT: -5%; L3MBTL1 block: -9%
Record of O=C(Cc1n[nH]c(=O)c2ccccc12)NC(c1ccccc1)c1ccccc1 → TexasRed fluor: 0%; TRb SRC2 PPI: -3%; GLA spleen mod: -3%; Tau fluor cs: 1%; Tau fibril FP: -10%; ALDH1A1 block: .; Tau fibril ThT: -2%; L3MBTL1 block: .

Compound activity (PubChem)
